MBNL1-CUG inh – blocks human MBNL1 binding to CUG repeat RNA | Q9NR56 | TR-FRET MBNL1-His/biotin-(CUG)12 binding, 665/545 ratio | Potency, µM (titrated, usually from 57.5 µM), inactives show at the top dose activity change, negative = inhibition, usual class: inhibitors | actives 0.036% (n = 280,000) | AID 2675; active means well fitted inhibition curve with a large enough effect in the signal ratio, with a control signal flat, not every such curve was filed as active; inconclusive means small, poorly fitted or top-dose-only effect, or effect the other way, or a change in a side signal; inactive means no such curve, though single readings can be large or run the other way; the % refers to the signal ratio; further: on the % scale 0 is the no-effect control and ±100 the full control effect
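Ratiometric TR-FRET (665 over 545 nm, excitation 340 nm) tracks disruption of MBNL1-His/biotin-(CUG)12 complex after 60 min at room temperature, with compounds at 92 nM to 58 uM final.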
p53 reactivator – re-activators of mutant p53 | actives 0.063% (n = 320,000) | H1299 p53-A138V BP100-luciferase reporter, luminescence, 24 h | AID 504706 | Potency, µM (highest dose often 92.2 µM), for inactives: top-dose activity change, positive = activation, usual class: activators; further: % of control where 0% means no effect; nearly all actives have a fitted effect of over 45% in size
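H1299 (p53-null), stable ts p53-A138V + BP100-Luc; 1000 cells/well, Opti-MEM/10% FBS; cpd 4 pt, 1:5; 24 h, 37 deg C, 5% CO2; detection reagent 10 min RT; luminescence.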
ELG1 genotoxic – inducers of genotoxicity in HEK293T ELG1-luciferase cells. AID 504466. actives 1.3% (n = 330,000). Potency, µM (top dose mostly 46 µM), without a hit: top-dose activity change, positive = activation, hits mostly activators. HEK293T ELG1-luciferase reporter, luminescence, 16 h; further: % of control where 0% means no effect; nearly all actives have a fitted effect of over 60% in size
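16 hr compound incubation (37 °C, 5% CO2) of HEK293T cells carrying luciferase-tagged ELG1; luciferase then measured by ONE-Glo luminescence after 30 min at RT.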
RORg inh – ROR gamma (mouse) transcription inhibition. P51450. Drosophila S2 Gal4-RORgamma UAS-luciferase reporter, 20 h. Potency, µM (top dose mostly 53.6 µM), without a hit: at the top dose activity change, negative = inhibition, actives largely listed as inhibitors. actives 5.4% (n = 310,000). AID 2551; further: on the % scale 0 is the no-effect control and ±100 the full control effect; nearly all actives have a fitted effect of over 60% in size
Target sequence (P51450 whole entry, looked up, the tested form may be a part): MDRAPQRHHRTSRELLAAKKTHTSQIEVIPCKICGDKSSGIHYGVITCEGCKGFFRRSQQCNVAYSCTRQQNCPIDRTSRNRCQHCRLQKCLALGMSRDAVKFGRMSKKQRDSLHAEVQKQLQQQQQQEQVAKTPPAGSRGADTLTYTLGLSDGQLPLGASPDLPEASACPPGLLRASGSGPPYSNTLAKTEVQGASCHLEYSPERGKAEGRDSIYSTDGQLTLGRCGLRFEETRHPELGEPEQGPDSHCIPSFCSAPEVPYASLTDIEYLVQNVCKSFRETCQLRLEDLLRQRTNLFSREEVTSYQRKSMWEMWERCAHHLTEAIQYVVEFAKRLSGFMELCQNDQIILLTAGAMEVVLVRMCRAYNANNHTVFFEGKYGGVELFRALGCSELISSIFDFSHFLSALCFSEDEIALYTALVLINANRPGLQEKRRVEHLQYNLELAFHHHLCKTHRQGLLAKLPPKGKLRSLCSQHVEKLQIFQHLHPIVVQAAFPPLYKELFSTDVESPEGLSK
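Luciferase reporter read in Schneider cells carrying Gal4-RORγ (mouse) and UAS-Photinus luciferase; cells given compound 1 h before 700 uM copper sulfate induction, then incubated 20 h at ambient temperature.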
BRCA1 expr up – BRCA1 expression activation; MCF7-BRCA1-FFLuc reporter, luminescence, 48 h; response scale: scaled: vehicle 0%, 10 µM genistein 100%; Potency, µM (highest dose often 46.1 µM), without a hit: top-dose activation, most hits filed as activators; actives 1.1% (n = 380,000); further: nearly all actives have a fitted effect of over 80% in size; some results filed as inactive show a strong effect at the top dose
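MCF7 cells carrying a BRCA1-firefly luciferase reporter (2000 cells/well, phenol-red free MEM) were attached for 2 h at 37 °C, then given compounds for 48 h. Luminescence was read 15 min after luciferase reagent; activity normalized to genistein (10 microM) and DMSO.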
Gal4-VP16 FLuc – inhibits Gal4-VP16 luciferase reporter, ROR gamma counter-screen. Drosophila S2 Gal4-VP16 UAS-luciferase, luminescence, 20 h. Potency, µM (highest dose often 53.6 µM), inactives show at the highest dose activity, negative = inhibition, hits mostly inhibitors. actives 3.5% (n = 310,000). AID 2546;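 further: Gal4-VP16 expression switched on by copper sulfate through the metallothionein promoter; on the % scale 0 is the no-effect control and ±100 the full control effect; nearly all actives have a fitted effect of over 50% in size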
Rab9 prom act – Rab9 promoter activation | Huh7 Rab9 promoter-luciferase reporter, luminescence, 24 h | Potency, µM (titrated, usually from 9.22 µM), for the others: top-dose activation, negative = inhibition, hits mostly activators | actives 2.8% (n = 320,000); further: % of control where 0% means no effect; nearly all actives have a fitted effect of over 60% in size
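Steps: seed 1500 Huh7 Rab9-luc cells per well, rest 2 h at 37 °C; add compound in DMSO; incubate 24 h; add luciferase reagent, 10 min ambient; read luminescence.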
uPA generation – inhibitors of cell surface uPA generation; actives 0.31% (n = 330,000); AID 540303; Potency, µM (highest dose often 38.3 µM), for inactives: at the top dose activity change, negative = inhibition, hits mostly inhibitors; cell surface uPA generation assay, qHTS; active means well fitted inhibition curve with a large enough effect; inconclusive means small, poorly fitted or top-dose-only effect; inactive means no such curve, though single readings can be large or run the other way; tested in mouse RAW 264.7 cells; further: on the % scale 0 is the no-effect control and ±100 the full control effect; nearly all actives have a fitted effect of over 55% in size
NPC1 promoter act – activators of NPC1 promoter; Huh7 NPC1 promoter luciferase reporter, 24 h; Potency, µM (doses to about 9.22 µM), for the others: top-dose activation, most hits filed as activators; actives 2.4% (n = 320,000); AID 485313;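 further: % of control where 0% means no effect; nearly all actives have a fitted effect of over 60% in size; reporter is driven by a mutant NPC1 promoter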
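Readout is luciferase luminescence, reflecting NPC1 promoter activation in stably transfected Huh7 cells after 24 h compound exposure at 37 °C in reduced-serum medium with 10% FBS.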
FLuc modulator – counter-screen for miR-21 project: firefly luciferase inhibitors or activators | purified FLuc, Km substrates, luminescence inhibition | Potency, µM (series often up to 57.5 µM), inactives show at the highest dose activity change, negative = inhibition, usual class: inhibitors | actives 6.9% (n = 360,000) | P08659 | AID 588342;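 further: plate controls were vehicle for no effect and reference inhibitor for full effect; nearly all actives have a fitted effect of over 55% in size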
Target sequence (P08659 whole entry, looked up): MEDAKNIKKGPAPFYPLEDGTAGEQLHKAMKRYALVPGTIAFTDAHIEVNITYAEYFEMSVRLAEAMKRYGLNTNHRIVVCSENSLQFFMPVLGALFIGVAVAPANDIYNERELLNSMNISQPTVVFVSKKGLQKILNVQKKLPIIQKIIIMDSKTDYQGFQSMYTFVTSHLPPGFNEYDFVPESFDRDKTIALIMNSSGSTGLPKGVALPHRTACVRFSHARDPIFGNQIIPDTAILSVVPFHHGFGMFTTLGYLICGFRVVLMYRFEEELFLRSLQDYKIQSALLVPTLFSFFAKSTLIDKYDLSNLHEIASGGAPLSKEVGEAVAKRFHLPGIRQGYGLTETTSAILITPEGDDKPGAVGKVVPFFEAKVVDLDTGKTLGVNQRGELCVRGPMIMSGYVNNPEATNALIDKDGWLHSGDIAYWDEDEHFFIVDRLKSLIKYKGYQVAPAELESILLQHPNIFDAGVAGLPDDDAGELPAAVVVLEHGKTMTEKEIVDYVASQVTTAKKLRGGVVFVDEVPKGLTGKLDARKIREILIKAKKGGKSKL
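Purified P. pyralis luciferase (10nM final) with 10uM D-luciferin and 10uM ATP (Km levels) in 50mM Tris acetate pH 7.5, 10mM Mg acetate, 0.01% Tween-20, 0.05% BSA; qHTS 6-point titration, ~60 µM downward; luminescence read.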
* hit, by the source's call; ? = inconclusive; nt = no result given; [ ] = another dose, or the depositor's remark. Unless noted, the call rests on the fitted dose curve; in most records, active means well fitted curve in the direction sought with a large enough effect; inconclusive means small, poorly fitted or top-dose-only effect, or another doubt; inactive means no such curve, though single readings can be large; an effect the other way counts as inactive or inconclusive. Potency means the concentration at half of the fitted maximal effect.

molecule	MBNL1-CUG inh	p53 reactivator	ELG1 genotoxic	RORg inh	BRCA1 expr up	Gal4-VP16 FLuc	Rab9 prom act	uPA generation	NPC1 promoter act	FLuc modulator
C/C(=N/O)c1ccc2c(c1)OCCOCCOc1cc(/C(C)=N/O)ccc1OCCOCCO2	-7%	-2%	-3%	41%	-24%	?	-3%	-5%	0%	-16%
CC(C)CCn1c(=O)c2ccccc2n2c(CCC(=O)NC3CCN(Cc4ccccc4)CC3)nnc12	-2%	6%	0%	14%	4%	-3%	0%	2%	-3%	-1%
CCOC(=O)N1CCC2(CC1)CC(=O)c1cc(O)ccc1O2	9%	10%	0%	-15%	9%	4%	5%	-2%	3%	4%
C=CCn1c(SCC(=O)N2CCN(C(=O)c3ccco3)CC2)nc2sc(CC)cc2c1=O	-6%	-6%	-5%	?	-35%	3%	-2%	2%	-1%	0%
O=C(Nc1cccc(Cl)c1)c1cnc[nH]1	-6%	?	?	0%	7.9µM*	-12%	4.5µM*	-1%	4µM*	-23%
COc1ccc(OC)c(C2=CC(=O)C[C@H](c3ccc4c(c3)OCO4)C2)c1	nt	-11%	-1%	nt	-49%	nt	-2%	?	-17%	-1%
COc1ccc(/C=N\NC(=O)CNC(=O)C2COc3ccccc3O2)cc1[N+](=O)[O-] (stereo not given)	?	-3%	0%	22%	-21%	-4%	2%	10%	1%	-1%
Cc1ccc(C)c(NC(=S)N2CCC(NC(=O)c3ccco3)CC2)c1	7%	0%	9%	-8%	-6%	0%	9%	-3%	-2%	6%
COc1ccc(CNC2CCCCC2C)c(OC)c1 (stereo not given)	2%	5%	-5%	10%	-11%	6%	9%	nt	-3%	1%
COc1ccc(CCNC(=O)COc2cccc3c2OC(C)(C)C3)cc1OC	nt	-6%	-10%	nt	3%	nt	2%	-5%	-1%	0%
c1ccc2oc(-c3csc(N4CCOCC4)n3)cc2c1	13%	?	?	?	?	-39%	0.5µM*	-6%	1.3µM*	0.76µM*
COc1ccc(NC(=O)C2CCCN(C(=O)Nc3ccc(F)cc3)C2)cc1OC (stereo not given)	-3%	-5%	1%	-9%	9%	-3%	4%	-1%	1%	-6%
COCCN(C(=S)Nc1cccc(OC)c1)C(C)c1cccs1 (stereo not given)	2%	-13%	1%	?	-28%	?	0%	-2%	0%	-6%
CN(Cc1ccccc1)C(=O)C1CCN(S(=O)(=O)c2ccc3nc4c(c(C(=O)O)c3c2)CCCC4)CC1	33%[activator]	13%	-1%	12%	7%	3%	-3%	14%	1%	5%
O=C1OC(c2ccc(F)cc2)=N/C1=C\c1ccc(Br)o1	nt	-1%	0%	6%	-13%	9%	-1%	5%	-11%	6µM*
CCCCC(=O)N1CC(=O)Nc2ccc(F)cc2C1c1ccccc1 (stereo not given)	-13%	-1%	1%	6%	-12%	-28%	-2%	-3%	-2%	-2%
COCCCNC(=O)c1cc2cc(Br)ccc2oc1=O	?	3%	0%	11%	3%	-1%	-7%	0%	-1%	-1%
C=CCOc1ccc(C(=O)Nc2ccc3c(c2)n(C)c(=O)n3C)cc1	0%	nt	?	?	-36%	8%	16%	1%	-1%	?
Cc1nonc1CN(C)C(=O)c1ccc(OC2CCN(C(=O)c3cccnc3)CC2)cc1	-8%	-2%	-6%	5%	-20%	0%	-1%	2%	-2%	-2%
COc1c(F)c(F)c(C(=O)O)c(Nc2cccc(C)c2)c1F	-19%	-1%	5%	1%	1%	-1%	-5%	-1%	-4%	?
COc1cc(C=O)ccc1Oc1nnnn1-c1ccc(C(N)=O)cc1	3%	1%	0%	-24%	-4%	3%	-4%	-11%	0%	15%
COc1cc(CNC(C)c2ccccc2)cc(Br)c1OCc1ccc(F)cc1 (stereo not given)	-9%	nt	7%	17%[1.91 µM]	-53%	?	-4%	4%	-1%	0%
Cn1c(CNC(=O)CNC(=O)c2ccccc2F)cc(=O)n(C)c1=O	1%	6%	1%	-9%	-10%	-12%	9%	4%	-1%	1%
CCCc1cc(=O)[nH]c(SCC(=O)Nc2ccc(C(=O)Nc3ccccc3OC)cc2)n1	nt	-10%	-2%	nt	-31%	nt	nt	1%	nt	nt
COc1cc(C2NC(=O)NC(O)(C(F)(F)F)C2C(=O)c2ccc(Cl)cc2)ccc1O (stereo not given)	-11%	2%	0%	20%	-3%	-1%	-3%	3%	-1%	9%
Cc1ccc(SC2=C(C(=O)O)CCCC2)cc1	-3%	17%	-2%	6%	-2%	-6%	0%	17%	0%	-3%
CCNC(=S)Nc1ccc(NC(=O)c2ccccc2O)cc1	-15%	-2%	0%	-28%	35%	5%	-1%	-6%	15%	12µM*
COc1ccc(C(=O)C(C)[n+]2ccc(C)c3ccccc32)cc1[N+](=O)[O-] (stereo not given)	?	10%	-6%	15%	-19%	-2%	-2%	3%	-2%	-11%
COc1ccc(NS(=O)(=O)c2ccc(N3CCOCC3)c(NC(=O)c3ccccc3Br)c2)cc1	-10%	-3%	0%	23%	-12%	-3%	1%	-2%	-4%	0%
CN(c1ccc(C(=O)NCc2ccccn2)cc1)S(C)(=O)=O	12%	7%	-1%	-16%	22%	-1%	14%	5%	6%	-7%
Cn1nc(-c2ccc(N3CCOCC3)c(NS(=O)(=O)c3ccccc3)c2)c2ccccc2c1=O	8%	-8%	13µM*	-9%	-84%	2%	-3%	-20%	-8%	9%
Oc1ccc(-n2nnnc2SCc2ccccc2Br)cc1	?	2%	-3%	?	-1%	1%	0%	-10%	-4%	4%
CCC(NS(=O)(=O)c1ccc(C)cc1)C(=O)N1CCOCCOCCOCC1 (stereo not given)	-7%	2%	-7%	-21%	-18%	10%	-6%	-2%	-2%	0%
CC1Cc2cc(S(=O)(=O)N3CCC(C(N)=O)CC3)ccc2N1C(=O)C1CC1 (stereo not given)	-9%	-10%	0%[9.26 µM]	21%	10%	2%	-3%	3%	-2%	1%
Oc1ccc(NC(=S)N=Nc2c(O)[nH]c3ccccc23)cc1	?	3%	?	?	77%	-25%	11%	-4%	2%	?
Cc1cccnc1NC(=O)CCCN1C(=O)c2ccccc2C1=O	7%	1%	-2%	7%[0.365 µM]	-4%	nt	-1%	8%	1%	3%
Cc1ccccc1NS(=O)(=O)c1ccc(C(=O)NCC2CCCO2)cc1 (stereo not given)	nt	1%	-8%	nt	18%	nt	-6%	11%	0%	1%
COc1ccc(S(=O)(=O)Nc2cccc(Cl)c2)cc1OC	-7%	-6%	-4%	29%	0%[1.84 µM]	-4%	-5%	-2%	4%	2%
Cc1cccc(N2C(=O)CC(Sc3nc(C)cc(C)n3)C2=O)c1 (stereo not given)	-2%	-2%	-3%	-2%	-6%	3%	-2%[1.84 µM]	-1%	-1%	0%
CCCCC(CC)c1nnc(NC(=O)c2cccs2)s1 (stereo not given)	-6%	0%	-8%	?	0%	?	-11%	12%	-6%	?
O=C1CCCCC1C(=O)c1cn(-c2ccc(Cl)c(Cl)c2)nn1 (stereo not given)	-6%	8%	?	-5%	?	3%	24%	3%	11%	0.85µM*
O=C(NC1CCCC1)C(c1ccccn1)N(C(=O)c1csnn1)c1ccccc1F (stereo not given)	-6%	-2%	-2%	?	-17%	-1%	1%	0%	5%	2%
COc1ccc(C2Nc3ccccc3C(=O)N2c2ccccc2)cc1CN1CCOCC1 (stereo not given)	-11%	0%	6%	9%	48%	?	23%	-2%	12%	3%
Cc1ccccc1S(=O)(=O)Nc1ncc(C(F)(F)F)cc1Cl	-1%	1%	-12%	?	0%	7%	1%	-6%	1%	?
Nc1nnnn1NCc1cccc(OCc2ccccc2)c1	-7%	-7%	?	35%	0%	?	-4%	5%	2%	-16%
COc1ccc(CN(C)CC(=O)Nc2ccc(Cl)cc2F)c(OC)c1	1%	-4%	-2%	10%	-18%	10%	3%	0%	3%	1%
COc1ccc(C(=O)CC(=O)C(=O)Nc2cc(OC)ccc2OC)cc1	-1%	3%	0%	?	4%	0%	-5%	0%	-6%	-3%
CCOC(=O)C1CCN(c2ncnc3c2oc2ccccc23)CC1	-3%	?	-3%	8%	19%	?	7%	-11%	-2%	-14%
O=C(Cc1ccc(Cl)cc1)Nc1ccc(CN2CCCCC2)cc1	nt	-6%	-2%	12%	-26%	-1%	1%	-1%	2%	3%
O=C(NCc1ccco1)c1cccc(-c2nnc(-c3ccccc3)o2)c1	4%	13%	7%	22%	51%	2%	24%	-11%	20%	?
O=C(C1CCCN(S(=O)(=O)c2cccc3nsnc23)C1)N1CCCCCC1 (stereo not given)	?	-2%	-9%	4%	-9%	-13%	-5%	10%	-7%	-1%
CC1Cc2ccccc2N1CC(=O)NCc1ccc2c(c1)OCO2 (stereo not given)	1%	-3%	-3%	31%	-20%	-11%	-9%	1%	-1%	4%

Screens: PubChem BioAssay, National Center for Advancing Translational Sciences (NCATS)
